NPY Y2 blocker: NPY-Y2 (human) receptor antagonism | 140,000 compounds, 0.99% hits | NPY-Y2 expressing cells, antagonist mode | inhibition, % at 2.7 µM | P49146; in the data active = inhibition above about 17%;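 also: 0% = vehicle with agonist challenge and 100% = reference antagonist with challenge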
Target sequence (P49146 whole entry, looked up): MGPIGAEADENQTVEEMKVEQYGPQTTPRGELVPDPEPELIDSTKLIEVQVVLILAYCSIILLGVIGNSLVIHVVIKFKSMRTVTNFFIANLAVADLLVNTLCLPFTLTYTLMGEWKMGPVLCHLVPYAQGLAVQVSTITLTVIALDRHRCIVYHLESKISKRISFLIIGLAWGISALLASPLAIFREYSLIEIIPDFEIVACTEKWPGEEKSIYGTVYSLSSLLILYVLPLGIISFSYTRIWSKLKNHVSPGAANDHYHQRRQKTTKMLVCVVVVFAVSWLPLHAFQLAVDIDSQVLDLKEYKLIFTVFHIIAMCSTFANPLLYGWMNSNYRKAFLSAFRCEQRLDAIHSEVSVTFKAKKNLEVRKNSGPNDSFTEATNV
Yeast life ext: extends the lifespan of yeast. AID 775. S. cerevisiae growth with nicotinamide, OD615; deaD strain in restrictive glucose medium. 130,000 compounds, 0.68% hits. inhibition of the nicotinamide effect, % at 10 µM;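 active = inhibition above a set limit, placed 3 SD over the median of all compounds, cut at about 26% in these data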;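 also: 0% = nicotinamide-treated wells and 100% = cells grown without nicotinamide; some compounds called inactive have numbers as strong as hits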
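Measured by: optical density (absorbance) at 615 nm; System: modified budding yeast, DeaD strain; Medium: restrictive CSMM-D dextrose medium; Timing: 4 h preincubation then 48 h treatment at 30 °C.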
Yeast growth inh: reduces growth of yeast BB579 in restrictive medium; 140,000 compounds, 0.51% hits; AID 804; S. cerevisiae BB579 growth, OD615, 48 h; inhibition, % at 10 µM;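 active = inhibition above a set limit, 3 SD over the mean compound inhibition, cut at about 44% in these data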; also: inactives centre near -24
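test system = yeast BB579 (DeaD) | buffer or medium = restrictive CSMM-D medium | doses = single compound dose of 10 µM, 0.25% DMSO final | times = 4 h preincubation and 48 h exposure at 30 °C | technique = culture absorbance at 615 nm | benchmarks = amphotericin B 10 µg/mL, positive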
PTEN del growth: PTEN-deleted cell growth suppression; AID 827; HCT116 PTEN-null viability, CellTiter-Glo, 60 h; stronger effect = lower value; 140,000 compounds, 1.2% hits; viability, % at 10 µM;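 active = viability at or below a set limit, 4 SD under the median of all tested compounds, cut at about 3.7% in these data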;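 also: PTEN knockout HCT116 line with beta catenin targeted HCT116 as companion control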
HCT116 bCat-KO: beta-catenin-lacking colon tumor cell growth suppression | viability, % at 10 µM | HCT116 beta-catenin knockout viability, CellTiter-Glo, 60 h; stronger effect = lower value | 140,000 compounds, 1.5% hits;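 active = viability at or under a set limit, the compound median less 4 SD, cut at about 6% in these data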;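 also: 0% = Hyamine 1622 control at 20 µM and 100% = untreated cell control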
E-sel TNF inh: TNF alpha driven E-selectin expression inhibition; inhibition, % at 2 µM; HUVEC TNFa-induced E-selectin immunofluorescence, high content; 120,000 compounds, 0.71% hits; AID 1246;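 active = inhibition above the batch mean plus 3 SD, and confirmed as a hit on visual image review, cut at about 43% in these data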;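 also: 0% = TNF-stimulated DMSO wells and 100% = unstimulated control wells; not every result past the cut was called active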
Measles CPE: protection of cells from measles virus; protection (pct of control), % at 4 µM; AID 841; Measles virus-infected cells, CPE protection, absorbance; 140,000 compounds, 1.5% hits; in the data active = protection mostly above about 24%, no sharp cut-off; inactive = mostly below about 26%; also: some compounds called inactive have numbers as strong as hits
MRP1 act: MRP-1 activation | AID 799 | 140,000 compounds, 0.61% hits | viability increase, % at 10 µM | H69AR cells + doxorubicin, viability rescue, CellTiter-Glo;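 active = viability gain under doxorubicin at or above a set limit, the compound median plus 3 SD, cut at about 4.7% in these data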;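 also: MRP-1 overexpressing cells given doxorubicin 25 µM after compound pretreatment; 18-22 h compound pretreatment then 72 h with doxorubicin before readout; 0% = doxorubicin-only wells and 100% = vehicle-treated cells without doxorubicin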
Phagocytosis inh: macrophage phagocytosis inhibition; J774A.1 macrophage IgG-bead phagocytosis, imaging; AID 1029; 110,000 compounds, 0.07% hits; inhibition, % at 5 µM;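 active = inhibition above the mean of the plate negative controls plus 5 SD, cut at about 13% in these data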;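 also: phagocytic index as fraction of beads internalized from green versus red external bead signal; plate controls were DMSO negative control for no effect and cytochalasin-D positive control for full effect; some results beyond the cut were filed as inactive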
GALR2 antag: antagonists of human galanin receptor 2 (GALR2). O43603. GALR2-expressing cells, antagonist mode. inhibition, % at 4 µM. 140,000 compounds, 0.39% hits; in the data active = inhibition above about 27%;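 also: cells stimulated with galanin 1-16 at roughly its EC80; 0% = agonist challenge control and 100% = basal control without agonist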
Target sequence (O43603 whole entry, looked up): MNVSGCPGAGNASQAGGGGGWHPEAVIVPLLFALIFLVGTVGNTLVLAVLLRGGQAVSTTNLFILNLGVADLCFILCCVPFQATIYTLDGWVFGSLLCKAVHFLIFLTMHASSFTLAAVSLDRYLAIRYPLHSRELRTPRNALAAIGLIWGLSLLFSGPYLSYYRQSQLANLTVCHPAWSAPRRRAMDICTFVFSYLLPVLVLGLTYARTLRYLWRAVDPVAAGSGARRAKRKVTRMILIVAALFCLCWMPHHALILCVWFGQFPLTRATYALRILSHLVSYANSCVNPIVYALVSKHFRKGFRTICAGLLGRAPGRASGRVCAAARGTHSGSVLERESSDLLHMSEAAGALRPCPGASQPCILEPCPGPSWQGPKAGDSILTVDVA
* hit, by the source's call; / = not tested or not shown.

smiles,NPY Y2 blocker,Yeast life ext,Yeast growth inh,PTEN del growth,HCT116 bCat-KO,E-sel TNF inh,Measles CPE,MRP1 act,Phagocytosis inh,GALR2 antag
O=C(CN1CCCc2ccccc21)N/N=C/c1ccc(O)cc1O,-1,-3,-10,50,48,2,5,4.2,-11,14
CN1CCN(NC(=O)c2cc(S(=O)(=O)N3CCOCC3)c(Cl)cc2Cl)CC1,-1,-4,-1,98,92,0,11,-0.8,-6,4
O=C1C(Cl)=C(NCC2CCCO2)C(=O)N1c1ccccc1 (stereo unspecified),4,-8,-13,95,87,-21,15,-1.4,0,-3
O=C1CCCCCC1C1(O)C(=O)Nc2ccc(Br)cc21 (stereo unspecified),-4,-15,-44,76,74,-28,3,-2.5,/,1
CCSc1nnc(N(CCC#N)CCC#N)s1,2,-16,-26,83,91,/,13,-0.1,-1,-17
CC(C)N(C(=O)CSc1nnc(NC(=O)c2cccs2)s1)C(C)C,1,/,-36,91,92,0,-1,-1.6,/,13
CCCn1c(C)cc(C(=O)COC(=O)c2c(C)nn(-c3ccccc3)c2C)c1C,12,5,-37,90,89,-21,14,-1.1,0,-2
Cc1ccc(CNC(=O)c2cn(C3CCCCC3)c(=O)c3c2c2ccccc2n3C)o1,20*,-10,-26,68,82,-3,7,-0.9,/,6
CCOC(=O)CSc1nc(N(C)C)nc(N(C)C#N)n1,5,-9,-31,91,93,-17,5,-2.1,/,-8
O=C(CSc1nccc(=O)[nH]1)N1c2ccccc2CCc2ccccc21,-1,-15,13,77,82,/,21,-3.6,-1,0
COc1ccc(OC)c(NC(=O)c2ccc(NS(=O)(=O)c3c(C)noc3C)cc2)c1,-1,-6,-39,94,97,23,6,-3.3,3,1
O=C(c1ccncc1)N1CCN(C(=O)c2cccs2)CC1,1,-3,-18,89,113,-45,4,-1.0,-1,-15
Cc1ccc(/C(N)=N/OC(=O)C23CC4CC(CC(C4)C2)C3)cc1,3,-3,-59,95,90,/,15,-2.5,0,1
COC(=O)c1ccc(C2C(C(C)=O)=C(C)Nc3ncnn32)cc1 (stereo unspecified),1,-4,-50,96,98,/,3,-1.0,0,2
CCCn1c(=N)n(CC(=O)c2ccco2)c2ccccc21,4,-4,-52,98,86,/,12,-0.2,1,5
CC(=O)[C@H]1[C@H](c2cccc(Cl)c2)C(C#N)(C#N)[C@@H]2c3ccccc3C=CN21,3,45*,-39,77,88,-29,9,-4.4,0,17
CCCSCCCNC(=O)Cn1cc2c(n1)CCC(C)C2 (stereo unspecified),4,2,-30,94,96,/,9,-2.6,0,-2
COc1ccc(CN(C)CC(=O)Nc2ccccc2C(F)(F)F)c(OC)c1,7,7,-4,96,92,/,2,-1.8,0,15
O=C(Nc1ccc(N2CCOCC2)cc1)C1(S(=O)(=O)c2ccccc2)CC1,3,/,-23,99,96,-16,4,-1.2,-2,10
COc1ccc(C2c3c(ccc4ccccc34)Oc3ncn4nc(Cc5ccccc5)nc4c32)cc1OC (stereo unspecified),1,1,-31,88,89,27,8,0.4,-8,-9
C[n+]1ccn(CC(=O)c2ccc(Br)cc2)c1,0,8,0,99,90,-3,6,-0.1,0,8
O=C1CN(C(=O)c2ccc(Br)o2)C(c2ccc(F)cc2)c2cc(F)ccc2N1 (stereo unspecified),2,/,-8,77,68,-7,6,-4.2,/,3
CC(C)NC(=O)NC(=O)COC(=O)CCCSc1nc2ccccc2s1,6,-1,-31,94,88,-18,4,-2.0,-5,-15
CC1CC(=O)c2cnc(N)nc2C1 (stereo unspecified),-1,-1,-31,95,100,15,9,-2.6,/,3

Another view of some results above.
Below each compound – NPY Y2 blocker | Yeast life ext | Yeast growth inh | PTEN del growth | HCT116 bCat-KO | E-sel TNF inh | Measles CPE | MRP1 act | Phagocytosis inh | GALR2 antag
Cc1ccc(/C(N)=N/OC(=O)C23CC4CC(CC(C4)C2)C3)cc1
  3 | -3 | -59 | 95 | 90 | / | 15 | -2.5 | 0 | 1
COc1ccc(CN(C)CC(=O)Nc2ccccc2C(F)(F)F)c(OC)c1
  7 | 7 | -4 | 96 | 92 | / | 2 | -1.8 | 0 | 15
C[n+]1ccn(CC(=O)c2ccc(Br)cc2)c1
  0 | 8 | 0 | 99 | 90 | -3 | 6 | -0.1 | 0 | 8

Other compounds.
smiles,NPY Y2 blocker,Yeast life ext,Yeast growth inh,PTEN del growth,HCT116 bCat-KO,E-sel TNF inh,Measles CPE,MRP1 act,Phagocytosis inh,GALR2 antag
O=C(Nc1ccc(Oc2ccc(Cl)cc2)cc1)c1ncn[nH]1,3,0,-48,79,87,/,6,-2.5,0,12
COc1ccc(-n2c(NC(=O)c3ccc(Br)o3)c(C#N)c3nc4ccccc4nc32)cc1,2,-2,-12,91,95,20,/,-1.5,-2,-1
CC1CCCCN1CCNC(=O)CN1C(=O)COc2ccccc21 (stereo unspecified),2,-12,-4,84,92,/,13,-1.7,-3,2
CC(C)CCNC(=O)CCCC1=NS(=O)(=O)c2ccccc2N1,4,3,-47,101,97,-3,7,-2.1,-2,3
COc1cc(-c2c(C#N)c(N)nc(SCc3ccncc3)c2C#N)cc(OC)c1OC,4,-12,-59,8,15,/,22,-5.9,0,7
CC(C)(C)OC(=O)N/N=C\c1ccc(OC(=O)c2cccs2)cc1,2,-4,4,94,89,/,7,0.9,-6,-5
COc1cccc(NC(=S)NCc2ccco2)c1,1,-7,-11,97,97,-4,14,-4.0,-4,5
O=C(CCCNC(=O)/C(=C/c1ccc(F)cc1)NC(=O)c1ccccc1)OCc1ccccc1,5,-2,-15,79,94,/,9,-2.1,-5,0
Cc1noc(C(=O)Nc2sc3c(c2C#N)CCC3)c1Cl,4,-3,14,54,53,5,13,0.8,1,-4
O=C(Cn1c(=O)oc2cc(S(=O)(=O)N3CCCC3)ccc21)N1CCN(c2ccccn2)CC1,2,-8,1,91,84,-14,27,-2.7,0,1
Cc1ccccc1OCc1nc(-c2ccc(Br)o2)no1,5,-11,33,78,86,4,6,-1.2,/,-2
CSc1c(CC(=O)Nc2ccc(F)cc2)n(Cc2ccccc2)c2ccccc12,4,2,-21,73,78,-10,5,0.1,-10,5

2 entries from above, reformatted.
Below each compound – NPY Y2 blocker	Yeast life ext	Yeast growth inh	PTEN del growth	HCT116 bCat-KO	E-sel TNF inh	Measles CPE	MRP1 act	Phagocytosis inh	GALR2 antag
Cc1noc(C(=O)Nc2sc3c(c2C#N)CCC3)c1Cl
  4	-3	14	54	53	5	13	0.8	1	-4
O=C(Cn1c(=O)oc2cc(S(=O)(=O)N3CCCC3)ccc21)N1CCN(c2ccccn2)CC1
  2	-8	1	91	84	-14	27	-2.7	0	1

NPY Y2 blocker, hit marks shown above.
compound | NPY Y2 blocker | Yeast life ext | Yeast growth inh | E-sel TNF inh | Measles CPE | Phagocytosis inh | GALR2 antag
Cc1ccc(CNC(=O)c2cn(C3CCCCC3)c(=O)c3c2c2ccccc2n3C)o1 | 20* | -10 | -26 | -3 | 7 | / | 6

Carrying on.
smiles,NPY Y2 blocker,Yeast life ext,Yeast growth inh,PTEN del growth,HCT116 bCat-KO,E-sel TNF inh,Measles CPE,MRP1 act,Phagocytosis inh,GALR2 antag
NC(=O)COc1ccccc1/C=C1/SC(=O)N(CC(=O)N2CCc3ccccc3C2)C1=O,16,-4,-15,76,66,-54,7,-3.7,/,-4
COc1ccc(S(=O)(=O)Nc2ccc(C)cc2)cc1N(C)S(=O)(=O)c1ccc(Cl)cc1,-1,-12,3,43,46,100*,23,3.1,/,-9
O=C(CCCOc1ccc(Cl)cc1Cl)n1nnc2ccccc21,6,/,-54,86,94,-2,8,-2.9,/,4
Cc1ccc(C(=O)O/N=C(\N)c2ccc(Br)cc2)cc1,6,-9,-95,94,95,-3,11,-0.9,1,-7
OCCNCCOc1ccccc1-c1ccccc1,3,-14,-9,92,94,12,24,0.7,-1,-4
COc1ccccc1OCCOCCOc1ccc(C)cc1[N+](=O)[O-],6,-4,-20,88,89,-7,31,-1.3,/,-4
Nc1ccc2c(c1)N1CCN=C1S2,4,-5,-56,90,96,73*,23,0.2,0,-3
Cc1nc2n(n1)CC(O)CS2 (stereo unspecified),-1,-3,14,85,80,-12,4,-1.2,0,3
O=C(COc1ccc(Br)cc1CO)Nc1ccccc1,3,-26,-33,84,111,-1,2,-1.2,-1,-1
O=C(C1CCCO1)N1CCN(c2ncccn2)CC1 (stereo unspecified),-1,-18,-69,97,102,-19,2,-0.1,4,-4
Cn1ccnc1Sc1ccc(/C=N/NC(=O)c2ccccc2O)cc1[N+](=O)[O-],0,2,-33,74,85,-15,8,-4.4,-8,9
COCCn1c(SCC(=O)Nc2ccc(S(=O)(=O)N3CCOCC3)cc2)nc2ccccc21,0,-20,-19,87,92,/,5,-0.8,1,15
Cc1ccc(-n2nnnc2SCC(=O)NC(=O)Nc2ccc3c(c2)OCCO3)cc1,11,-22,-15,95,85,/,7,-2.4,-1,2
Cc1ccc(S(=O)(=O)N2CCN(C(=O)c3nn(C(C)C)c(=O)c4ccccc34)CC2)cc1C,-1,-4,-16,83,91,-10,8,-1.2,6,-3
O=c1c2cnn(-c3ccccc3)c2ncn1Cc1cccc(Cl)c1,4,2,-31,103,92,-15,5,-0.7,-1,5

From PubChem BioAssay
